Compound activity as filed in PubChem BioAssay.
DUSP1 inh = inhibitors of human MKP-1 phosphatase. recombinant MKP-1, OMFP hydrolysis fluorescence. actives 0.15% (n = 65,000). inhibition, %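 (compounds tested at a single concentration somewhere between 10 and 100 µM)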. P28562;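 active = inhibition above about 50%, limit read from the data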;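 note: 0% = DMSO max control wells and 100% = wells with enzyme stopped by NaOH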
Target sequence (P28562 whole entry, looked up): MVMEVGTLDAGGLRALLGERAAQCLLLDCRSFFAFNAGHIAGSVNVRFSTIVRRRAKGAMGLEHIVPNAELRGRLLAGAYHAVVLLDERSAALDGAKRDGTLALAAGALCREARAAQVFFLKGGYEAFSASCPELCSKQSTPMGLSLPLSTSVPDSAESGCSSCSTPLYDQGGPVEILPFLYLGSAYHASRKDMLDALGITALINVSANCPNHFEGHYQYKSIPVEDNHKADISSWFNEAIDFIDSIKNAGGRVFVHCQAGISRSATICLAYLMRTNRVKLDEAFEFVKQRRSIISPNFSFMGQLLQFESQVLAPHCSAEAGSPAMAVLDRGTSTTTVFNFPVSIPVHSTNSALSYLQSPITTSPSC
Hsp90 inh = displaces geldanamycin probe from tumor Hsp90; P07900; NCI-N417 lysate Hsp90, Cy3B-geldanamycin FP displacement; inhibition, % at 30 µM; actives 0.35% (n = 64,000); AID 429;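 active = inhibition above 50%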;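 note: 0% = tracer plus lysate wells and 100% = tracer alone without lysate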
tolC growth inh = growth inhibitors of E. coli BW25113 tolC mutant; OD615; growth inhibition, % at 10 µM (by protocol); actives 2.2% (n = 65,000); AID 573;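 active = growth inhibition at or above a cutoff equal to the mean over every tested compound plus 3 SD, cut at about 60% in these data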;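 note: growth measured after 20 h incubation at 37 °C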
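Material: E. coli BW25113 ΔtolC::kan, tolC deletion mutant strain. Measure: percent growth inhibition. Schedule: 37 °C, 20 h exposure. Doses: single-point testing at 10 µM. Signal: A615 absorbance measurement. Buffer or medium: kanamycin-containing LB broth (50 µg/mL).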
CatB inh = human cathepsin B inhibition | AID 453 | purified cathepsin B, fluorogenic substrate, fluorescence | P07858 | inhibition, %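 (tested at 10 µM)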 | actives 0.1% (n = 63,000); in the data active = inhibition above about 21%;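 note: 0% = enzyme with no compound and 100% = no enzyme blank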
Cdc25B block = human M-phase inducer phosphatase 2 inhibition. P30305. recombinant Cdc25B, OMFP fluorescence Ex485/Em525. inhibition, %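 (compounds tested at 10 µM final in the well)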. actives 0.1% (n = 65,000); in the data active = inhibition above about 50%
Target sequence (P30305 whole entry, looked up): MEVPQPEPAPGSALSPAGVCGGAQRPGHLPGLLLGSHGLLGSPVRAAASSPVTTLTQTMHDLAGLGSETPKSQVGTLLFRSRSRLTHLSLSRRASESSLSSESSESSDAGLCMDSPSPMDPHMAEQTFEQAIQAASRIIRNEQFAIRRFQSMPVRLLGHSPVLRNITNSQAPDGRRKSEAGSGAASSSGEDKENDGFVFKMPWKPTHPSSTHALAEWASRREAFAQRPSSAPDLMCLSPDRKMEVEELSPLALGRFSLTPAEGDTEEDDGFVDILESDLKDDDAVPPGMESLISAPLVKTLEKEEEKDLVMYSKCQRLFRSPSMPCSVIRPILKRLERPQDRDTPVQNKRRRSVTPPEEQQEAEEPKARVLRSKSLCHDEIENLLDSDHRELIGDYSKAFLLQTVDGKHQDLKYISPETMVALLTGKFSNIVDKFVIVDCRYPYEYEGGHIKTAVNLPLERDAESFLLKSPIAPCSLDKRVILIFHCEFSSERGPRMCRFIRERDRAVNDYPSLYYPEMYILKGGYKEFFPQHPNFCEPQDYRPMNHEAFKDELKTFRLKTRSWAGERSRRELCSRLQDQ
AP complement = alternative pathway complement inhibition, orthogonal assay | Human serum alternative complement pathway, LPS-coated ELISA, C3 deposition; tested in compound mixtures | inhibition, % at 5 µM | actives 0.08% (n = 62,000);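 active = inhibition above 30% in each of the two pooled mixtures holding the compound, so the lower value exceeds 30%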;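 note: 0% = serum in Mg-EGTA without compound and 100% = EDTA serum blank; some compounds past the cut are filed as inactive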
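Assay system: human serum alternative complement pathway, C3 deposition on LPS-coated wells; Dosing: 5 µM per compound in ten-compound mixtures; Detection: Anti-C3 ELISA, OD 450 nm; Buffer or medium: Mg2+-EGTA GVB++ buffer containing human serum at 1:15 dilution; Timing: 1 h at 37 °C; Replication: two different pools per compound.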
D1 allo mod = allosteric modulators of human D1 dopamine receptor. HEK293 D1, CRE-luciferase, dopamine EC30 potentiation; actives deviate in either direction. B-score at 10 µM. actives 5.9% (n = 58,000). AID 641;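 active = luminescence count or its row- and column-corrected plate score outside the 99.7% band of the plate's sample wells, on either side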
CatB mixtures = human cathepsin B inhibition by mixtures; Purified cathepsin B, AMC dipeptide fluorescence, compound mixtures; AID 488; inhibition, %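 (ten-compound pools at 5 µM per compound and 50 µM total)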; actives 0.06% (n = 62,000); in the data active = inhibition above about 22%, passing the limit was not always enough;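 note: 0% = enzyme without compound and 100% = no enzyme blank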
Ec RNAP inh = blocks E. coli RNA polymerase transcription | fluorescence transcription assay | AID 559 | inhibition, %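 (tested at 10 µM)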 | actives 0.2% (n = 62,000); in the data active = inhibition above about 20%;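 note: 0% = enzyme without compound and 100% = no enzyme blank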
An asterisk follows results filed as active; nt = not tested or not shown.

1	CCN1CCCC1CNC(=O)Cn1cnc2sc(C)c(S(=O)(=O)N3CCC(C)CC3)c2c1=O (stereo not drawn)
2	c1ccc(Nc2nc(N3CCOCC3)nc(N3CCOCC3)n2)cc1
3	Nc1c2c(nc3ccccc13)N(c1ccccc1)CC2
4	CC(=O)Oc1ccc(/C=c2\sc3ncnn3c2=O)cc1
5	Cc1cccc2cc(CN(Cc3nnnn3Cc3ccccc3)C3CCCC3)c(=O)[nH]c12
6	C=CCSc1nc2c(cc1C#N)CCC2
7	CSc1nc2c(c(=O)n1-c1ccc(C)cc1)SCC2
8	COc1ccccc1-c1cc(C(F)(F)F)nc(S(=O)(=O)CCCC(=O)NC(C)C)n1

compound no.	1	2	3	4	5	6	7	8
DUSP1 inh	nt	5	-23	6	5	-9	3	-9
Hsp90 inh	nt	-1	-5	-6	-2	-5	nt	2
tolC growth inh	-8	9	11	-21	55	-7	-8	6
CatB inh	-1	3	-3	1	3	-3	2	3
Cdc25B block	nt	-11	-23	5	10	1	-3	-13
AP complement	17	3	nt	14	5	3	4	18
D1 allo mod	-0.26	2.4	-0.69	-0.69	0.21	2.9	-0.51	-0.98
CatB mixtures	4	-9	nt	0	-6	0	2	3
Ec RNAP inh	6	9	nt	2	3	3	9	6

An excerpt of these results, with each value named:
[1] CCN1CCCC1CNC(=O)Cn1cnc2sc(C)c(S(=O)(=O)N3CCC(C)CC3)c2c1=O (stereo not drawn)
  DUSP1 inh: nt
  Hsp90 inh: nt
  tolC growth inh: -8
  CatB inh: -1
  Cdc25B block: nt
  AP complement: 17
  D1 allo mod: -0.26
  CatB mixtures: 4
  Ec RNAP inh: 6
[2] c1ccc(Nc2nc(N3CCOCC3)nc(N3CCOCC3)n2)cc1
  DUSP1 inh: 5
  Hsp90 inh: -1
  tolC growth inh: 9
  CatB inh: 3
  Cdc25B block: -11
  AP complement: 3
  D1 allo mod: 2.4
  CatB mixtures: -9
  Ec RNAP inh: 9
[3] Nc1c2c(nc3ccccc13)N(c1ccccc1)CC2
  DUSP1 inh: -23
  Hsp90 inh: -5
  tolC growth inh: 11
  CatB inh: -3
  Cdc25B block: -23
  AP complement: nt
  D1 allo mod: -0.69
  CatB mixtures: nt
  Ec RNAP inh: nt

The results go on:
9	CCn1c(COc2cccc(C)c2)nnc1SCC(=O)Nc1cccc(C(=O)OC)c1
10	CCSc1nnc(-c2ccc(OC)cc2)o1
11	COc1ccccc1NC(=O)CNC(=O)c1ccccc1
12	CC(SCC(=O)Nc1ccc(S(=O)(=O)N2CCCCC2)cc1)C(=O)O (stereo not drawn)
13	CCOc1ccc2nc(N3CCCC(C(=O)NCCCN4CCOCC4)C3)sc2c1 (stereo not drawn)
14	CCN(CC)C(=O)CN(C#N)c1nc(NC(C)C)nc(NC(C)C)n1
15	N#CCCn1cc(C(CC(=O)c2ccc(Br)cc2)C(=O)O)c2ccccc21 (stereo not drawn)
16	CC(C)[C@H](NC(=O)NCCc1ccc(Cl)cc1)C(=O)O

compound no.	9	10	11	12	13	14	15	16
DUSP1 inh	15	-24	10	3	0	-17	22	-16
Hsp90 inh	3	-2	-9	-4	-2	-3	-1	1
tolC growth inh	28	7	4	-8	-10	9	-1	-23
CatB inh	7	-2	3	2	-3	0	1	3
Cdc25B block	-16	26	-7	-4	-11	-31	5	-6
AP complement	4	6	12	9	6	nt	7	6
D1 allo mod	0.36	-0.9	nt	nt	nt	nt	-0.0049	-0.00025
CatB mixtures	-1	-2	4	4	2	nt	-2	5
Ec RNAP inh	6	2	-1	0	4	11	-6	10

17	c1ccc2c(c1)oc1c(N3CCOCC3)ncnc12
18	COc1ccc(N2CCN(C(=O)C(OC(C)=O)c3ccccc3)CC2)cc1 (stereo not drawn)
19	COc1nc(NC23CC4CC(CC(C4)C2)C3)nc(OC)n1
20	CSCCC(CO)NC(=O)OCc1ccccc1 (stereo not drawn)
21	O=C1Nc2ccccc2C12OCCS2 (stereo not drawn)
22	COC(=O)c1sc(=S)sc1C(=O)OC
23	COc1cccc(-c2nnc(NC(=O)c3cccc(F)c3)o2)c1
24	CCOc1cccc(NC(=O)C2CC(=O)N(C)C2)c1 (stereo not drawn)

compound no.	17	18	19	20	21	22	23	24
DUSP1 inh	-16	13	14	-28	-8	1	11	16
Hsp90 inh	1	-4	nt	-3	-3	-1	0	-6
tolC growth inh	4	6	48	8	-10	-20	100*	-11
CatB inh	-1	5	-4	7	-1	7	1	6
Cdc25B block	-7	0	-5	5	0	-4	-16	-3
AP complement	3	19	-1	nt	9	7	16	-2
D1 allo mod	3.6	0.23	1.3	2.1	-0.62	3.3*	-1.2	0.016
CatB mixtures	-5	-2	-4	nt	5	5	0	-2
Ec RNAP inh	10	2	6	5	3	14	-1	10

25	C=CCNc1nc2c(c(=O)[nH]c(=O)n2C)n1Cc1cccc(C)c1
26	Cc1ccc(S(=O)(=O)CCC(=O)OCC(=O)N2CC(=O)Nc3ccccc32)cc1
27	O=C(NCc1ccc2c(c1)OCO2)c1ccccn1
28	CCOc1ccc(OCC)c(NC(=O)C2CCCN(c3nc(C)cc(C)n3)C2)c1 (stereo not drawn)
29	Cc1cc(=O)oc2c1c(C)nn2-c1nn[nH]n1
30	Cc1ccc(NS(=O)(=O)c2ccc(OCC(=O)NCc3ccco3)cc2)cc1
31	CCCCNC(=O)C1CCCN(S(=O)(=O)c2ccc(-n3cnnn3)cc2)C1 (stereo not drawn)
32	COc1ccc(OC)c(NC(=O)C2CCCCC2C(=O)O)c1 (stereo not drawn)

compound no.	25	26	27	28	29	30	31	32
DUSP1 inh	10	-8	1	12	-13	25	11	5
Hsp90 inh	0	-5	-1	-1	-7	-5	-4	-6
tolC growth inh	-6	-3	-20	10	-16	1	-7	-9
CatB inh	-4	-1	4	-1	6	1	6	7
Cdc25B block	3	-4	-1	-9	-9	1	2	1
AP complement	22	-2	-5	11	10	3	10	15
D1 allo mod	0.78	-0.023	2.8	1.4	-0.027	-1.5	nt	0.73
CatB mixtures	-2	0	2	5	0	6	5	1
Ec RNAP inh	-1	7	7	8	5	10	3	-2

Entries of single compounds, looked up by structure:
Cc1ccc(NS(=O)(=O)c2ccc(OCC(=O)NCc3ccco3)cc2)cc1 as listed: DUSP1 inh: 25; Hsp90 inh: -5; tolC growth inh: 1; CatB inh: 1; Cdc25B block: 1; AP complement: 3; D1 allo mod: -1.5; CatB mixtures: 6; Ec RNAP inh: 10
C=CCNc1nc2c(c(=O)[nH]c(=O)n2C)n1Cc1cccc(C)c1 as listed: DUSP1 inh: 10; Hsp90 inh: 0; tolC growth inh: -6; CatB inh: -4; Cdc25B block: 3; AP complement: 22; D1 allo mod: 0.78; CatB mixtures: -2; Ec RNAP inh: -1

New compounds follow:
33	CN(c1ccc(C(=O)O)cc1)S(=O)(=O)c1ccc(Cl)cc1
34	C=CCn1c(=O)c2ccccc2n2c(SCC(=O)/C(C#N)=C(\C)N)nnc12
35	CCC(=O)Nc1ccc(NC(=O)c2ccco2)cc1
36	Cn1c(CCNC(=O)c2ccco2)nc2cc(NC(=O)C3CCCCC3)ccc21
37	CC1(C)CC(=O)C(C=Nc2ccccc2)=C(O)C1
38	CC1CCc2c(nc3ncnn3c2N2CC(C)OC(C)C2)C1 (stereo not drawn)
39	O=C(CC1(C(F)(F)F)OCCO1)Nc1ccc2c(c1)OCO2
40	CCSc1nnc(Nc2ccccc2)s1

compound no.	33	34	35	36	37	38	39	40
DUSP1 inh	-14	8	-6	-2	2	9	-3	3
Hsp90 inh	-3	-4	nt	-2	-4	1	0	-4
tolC growth inh	-1	-22	-8	-17	3	-22	-12	11
CatB inh	-1	6	0	4	2	-4	-1	3
Cdc25B block	-2	-6	-3	1	-5	-10	-11	-11
AP complement	14	8	10	0	21	14	7	-16
D1 allo mod	nt	-1.2	-0.53	1.8	-0.46	0.015	-0.82	2
CatB mixtures	1	4	4	6	6	-1	3	-5
Ec RNAP inh	6	9	12	13	5	-6	2	-2

41	CCOc1ccccc1CNc1ccc(N2CCOCC2)c(C(=O)O)c1
42	CC(=O)N1CCN(c2ccccc2NC(=O)COc2ccc(Cl)cc2Cl)CC1
43	Cn1c(=O)c(C(=O)Nc2cnccn2)c(O)c2ccccc21
44	Oc1ccccc1C1=Nc2ccccc2N=C(c2ccco2)C1
45	COC(=O)c1[nH]c2ccccc2c1NC(=O)CN1CCN(c2cccc(OC)c2)C(C)C1 (stereo not drawn)
46	CCSc1nc(C)cc(Oc2ccc(=O)n(C)n2)n1
47	CCn1c(SCC(=O)Nc2cc(C)ccc2C)nc2c(c1=O)SC(C)C2 (stereo not drawn)
48	Cc1cc2c(cc(C(=O)OC(C(=O)NCc3ccco3)C(C)C)n2C)o1 (stereo not drawn)

compound no.	41	42	43	44	45	46	47	48
DUSP1 inh	1	3	3	-4	9	26	8	-13
Hsp90 inh	-1	5	-3	-5	-6	-5	0	-2
tolC growth inh	-11	25	48	7	77*	-11	18	33
CatB inh	-2	5	7	3	-2	4	2	-2
Cdc25B block	12	-6	-1	-6	5	7	-6	-3
AP complement	13	-17	-4	7	28	-7	-17	5
D1 allo mod	0.46	2.2	0.37	0.28	0.58	0.96	0.78	0.8
CatB mixtures	0	2	2	-3	-3	2	3	5
Ec RNAP inh	-1	4	nt	5	-4	6	6	9

49	CCN(CC)C(=O)CSc1nc2cccnc2n1-c1ccccc1OC
50	O=C(NC1=NCCS1)C1Cc2ccccc2CN1C(=O)c1ccccc1 (stereo not drawn)
51	COc1cc(NC(=O)Nc2ccccc2OC)c(OC)cc1NC(=O)CN1CCCCC1
52	CCc1nc(Sc2nc(C)cc(C)n2)c2oc3ccccc3c2n1
53	COC(=O)c1nc2n(n1)C(c1cccc(Cl)c1)C1=C(CCCC1=O)N2 (stereo not drawn)
54	Cc1nc(N2CCCC2)c2ccsc2n1
55	Cc1cc2c(cc1C)C(=O)NC(C)(C)C2
56	Cc1nnc(SCC(=O)NCc2ccc3c(c2)OCO3)[nH]c1=O

compound no.	49	50	51	52	53	54	55	56
DUSP1 inh	-5	12	39	-22	4	7	-4	8
Hsp90 inh	-1	-5	8	0	-2	0	0	-3
tolC growth inh	-13	17	21	14	3	-17	4	-13
CatB inh	4	2	0	9	-1	8	1	-1
Cdc25B block	1	-5	5	-19	-14	4	0	-6
AP complement	-4	1	14	-18	17	1	2	10
D1 allo mod	0.32	0.13	nt	0.92	0.58	nt	nt	0.67
CatB mixtures	5	1	0	3	3	7	4	3
Ec RNAP inh	11	7	-1	4	1	7	2	10

57	N#Cc1c(NC(=O)CSc2ncn(-c3ccccc3)n2)sc2c1CCCC2
58	Cc1c(NC(=O)c2cc(-n3cnnc3)ccc2Cl)cccc1-c1nc2ccccc2o1
59	O=C(COc1ccc2ccccc2c1Br)Nn1cnnc1
60	Cc1cccc(OCCn2c(CCCO)nc3ccccc32)c1
61	COC(=O)C1=C(N)Oc2cc(C)oc(=O)c2C1c1ccncc1 (stereo not drawn)
62	CC(=O)OCC(OC(C)=O)C(OC(C)=O)C(OC(C)=O)C(=O)Nc1ccc(C)cc1 (stereo not drawn)
63	Cc1cc(NC(=O)c2ccc(NC(=O)c3cccs3)cc2)no1
64	Clc1ccc(Cl)c(-c2nn3c(Cn4cnc5ccccc54)nnc3s2)c1

compound no.	57	58	59	60	61	62	63	64
DUSP1 inh	-7	19	14	31	-17	1	13	-5
Hsp90 inh	-3	-3	-6	-5	-3	0	-4	-1
tolC growth inh	45	-2	13	4	-11	-20	4	36
CatB inh	-1	-1	1	8	-6	-6	-3	3
Cdc25B block	-10	-7	-6	-6	11	-16	1	-18
AP complement	-11	11	16	8	nt	8	-1	6
D1 allo mod	0.3	-1.1	0.96	0.27	nt	-0.34	-0.66	nt
CatB mixtures	5	-15	5	0	nt	3	3	8
Ec RNAP inh	8	7	9	3	5	4	8	10
